# Cav32 inh: blocks human Cav3.2 T-type calcium channel | Cav3.2-expressing cells, Fluo-4 calcium fluorescence FDSS; hits give low values | B-score at 10 µM | 100,000 compounds, 4% hits;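 active means single-dose well whose peak fluorescence ratio is a statistical outlier from its plate by either plate-standardised score or position-corrected B-score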
# Target sequence (O95180 whole entry, looked up): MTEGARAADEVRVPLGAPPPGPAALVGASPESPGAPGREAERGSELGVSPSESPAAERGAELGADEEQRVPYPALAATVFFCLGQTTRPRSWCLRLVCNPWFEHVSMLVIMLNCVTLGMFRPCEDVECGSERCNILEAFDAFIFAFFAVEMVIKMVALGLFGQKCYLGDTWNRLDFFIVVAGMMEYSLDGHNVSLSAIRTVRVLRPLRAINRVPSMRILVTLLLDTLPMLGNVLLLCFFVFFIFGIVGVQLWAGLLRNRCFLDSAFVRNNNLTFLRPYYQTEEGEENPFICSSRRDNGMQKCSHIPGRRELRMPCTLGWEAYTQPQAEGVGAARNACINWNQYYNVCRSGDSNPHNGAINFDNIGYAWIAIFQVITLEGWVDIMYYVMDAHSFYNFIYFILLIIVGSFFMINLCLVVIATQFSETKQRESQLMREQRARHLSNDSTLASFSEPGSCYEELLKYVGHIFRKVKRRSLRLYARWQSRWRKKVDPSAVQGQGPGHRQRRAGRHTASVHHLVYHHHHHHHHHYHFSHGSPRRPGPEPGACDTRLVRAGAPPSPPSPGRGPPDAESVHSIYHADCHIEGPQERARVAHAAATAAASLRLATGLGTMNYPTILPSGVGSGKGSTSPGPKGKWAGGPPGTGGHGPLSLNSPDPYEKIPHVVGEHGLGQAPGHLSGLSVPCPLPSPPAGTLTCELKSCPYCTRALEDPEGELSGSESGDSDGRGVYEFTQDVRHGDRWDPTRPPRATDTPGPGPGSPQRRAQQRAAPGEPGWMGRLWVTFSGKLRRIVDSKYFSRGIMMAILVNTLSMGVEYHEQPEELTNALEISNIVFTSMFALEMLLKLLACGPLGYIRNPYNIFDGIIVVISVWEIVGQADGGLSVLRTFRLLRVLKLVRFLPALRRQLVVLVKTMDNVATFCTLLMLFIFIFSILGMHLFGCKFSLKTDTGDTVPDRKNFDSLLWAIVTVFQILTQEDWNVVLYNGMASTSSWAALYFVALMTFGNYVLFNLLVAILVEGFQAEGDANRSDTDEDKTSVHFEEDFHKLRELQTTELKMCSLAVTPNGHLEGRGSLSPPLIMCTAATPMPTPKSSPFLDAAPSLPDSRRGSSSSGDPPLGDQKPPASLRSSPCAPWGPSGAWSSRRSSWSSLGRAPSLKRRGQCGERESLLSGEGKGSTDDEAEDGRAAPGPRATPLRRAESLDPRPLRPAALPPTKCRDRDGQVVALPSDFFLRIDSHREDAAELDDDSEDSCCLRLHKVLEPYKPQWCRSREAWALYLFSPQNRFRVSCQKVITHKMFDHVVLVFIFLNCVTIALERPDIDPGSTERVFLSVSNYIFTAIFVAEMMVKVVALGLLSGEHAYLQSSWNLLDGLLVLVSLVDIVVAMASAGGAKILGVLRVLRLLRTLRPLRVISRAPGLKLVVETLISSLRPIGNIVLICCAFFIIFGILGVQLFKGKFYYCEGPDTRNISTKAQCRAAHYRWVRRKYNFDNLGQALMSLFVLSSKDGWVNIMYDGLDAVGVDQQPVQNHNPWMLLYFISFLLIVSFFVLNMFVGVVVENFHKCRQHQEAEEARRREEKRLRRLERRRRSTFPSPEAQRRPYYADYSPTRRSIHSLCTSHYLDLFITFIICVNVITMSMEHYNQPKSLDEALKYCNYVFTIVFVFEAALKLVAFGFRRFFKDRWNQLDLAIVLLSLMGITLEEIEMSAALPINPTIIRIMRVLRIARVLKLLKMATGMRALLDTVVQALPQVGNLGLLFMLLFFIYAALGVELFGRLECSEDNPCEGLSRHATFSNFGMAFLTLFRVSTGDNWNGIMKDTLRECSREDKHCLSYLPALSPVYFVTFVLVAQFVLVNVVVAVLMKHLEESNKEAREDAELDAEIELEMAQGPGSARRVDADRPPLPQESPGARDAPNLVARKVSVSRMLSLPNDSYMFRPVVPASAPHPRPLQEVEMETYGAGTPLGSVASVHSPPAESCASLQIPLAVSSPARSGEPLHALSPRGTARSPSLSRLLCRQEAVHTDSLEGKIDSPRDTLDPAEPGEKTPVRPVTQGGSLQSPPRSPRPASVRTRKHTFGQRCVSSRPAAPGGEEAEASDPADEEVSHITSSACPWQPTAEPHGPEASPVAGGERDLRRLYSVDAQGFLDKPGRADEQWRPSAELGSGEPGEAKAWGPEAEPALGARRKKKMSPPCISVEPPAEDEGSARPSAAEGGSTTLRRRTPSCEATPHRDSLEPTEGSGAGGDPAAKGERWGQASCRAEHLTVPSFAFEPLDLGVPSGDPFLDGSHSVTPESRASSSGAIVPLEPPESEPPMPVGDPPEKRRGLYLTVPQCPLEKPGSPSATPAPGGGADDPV
# Active calls of the source: *.
SMILES	Cav32 inh
Cc1c(Br)cc(C(=O)NC2CCCCC2)c(C)c1C	-0.48
CCOC(=O)N1CCC(NC(=O)c2cc3c(-c4ccccc4F)nn(C)c3s2)CC1	0.089
COc1ccc(C2=NOC(Cn3c(Cc4ccc(Cl)cc4)nc4c3c(=O)n(C)c(=O)n4C)C2)cc1 (stereo unspecified)	-0.73
CC(=O)c1cc(C)ccc1OC(=O)c1cccc2nc(C)oc12	0.075
Cn1c(=O)c2c(-c3ccccc3)n(C3CCCCC3)cc2n(C)c1=O	-1.8
COC(=O)CC1Sc2ccccc2NC1=O (stereo unspecified)	-0.17
CN(C)C(=O)CSc1nnc(-c2cc(-c3cccs3)nc3ccccc23)o1	0.3
CCCCOCCCn1c(-c2ccco2)nc2nc3ccccc3nc21	0.64
COc1ccc(C(=O)NCc2n[nH]c(=S)n2-c2ccccc2)cc1OC	-2.9
Cc1ccc(/C=N/n2cnc3sc4c(c3c2=O)CCCC4)o1	-0.83
CC(=O)Nn1c(COc2ccccc2C)nc2ccccc2c1=O	0.81
COc1ccc(OC)c(N(CC(N)=O)S(=O)(=O)c2ccc(OC)c(OC)c2)c1	-0.45
Fc1ccc(Cn2c(-c3cscn3)nc3ccccc32)c(Cl)c1	-0.0091
CC1=CCC(C(=O)O)(C(=O)N/N=C/c2cccs2)C(c2ccc([N+](=O)[O-])cc2)C1 (stereo unspecified)	0.76
COCCCNC(=O)C1CCCCN1S(=O)(=O)c1ccc(F)cc1 (stereo unspecified)	-0.011
CN1CC(c2ccccc2)C2(COc3ccccc3C2=O)C12C(=O)Nc1ccccc12 (stereo unspecified)	-2.7
CCc1nc2sc3c(c2c(=O)n1NC(=O)CCl)CCCC3	0.47
O=C(CN1CCN(C(=O)c2cccc(F)c2)CC1)NC1CCCCC1	0.24
CS(=O)(=O)N(CC(=O)Nc1ccc2c(c1)OCO2)Cc1ccccc1	-0.0064
COc1ccc(-c2c(C)nn3c(N4CCC(C(=O)NCCN(C)C)CC4)cc(C)nc23)cc1OC	3.1*

SMILES	Cav32 inh
Cc1ccc(-c2cc(C(F)F)n3ncc(C(=O)Nc4c(C)nn(Cc5ccccc5Cl)c4C)c3n2)cc1	-1.5
CCCCC1(Cc2cccc([N+](=O)[O-])c2)C(=O)N(c2ccccc2)N(c2ccccc2)C1=O	-2.3
CS/C(=N\S(=O)(=O)c1ccc(N)cc1)NS(=O)(=O)c1cccs1	0.026
Cc1cc(C)cc(SCc2noc(C(=O)NCC3CC3)c2C(=O)NCC2CC2)c1	-1.4
CCCN1CCCc2cc(CN)ccc21	-1.9
Cc1ccc(SC/C(O)=C(\C#N)c2nc3ccccc3s2)cc1	-4.4*
COc1ccccc1Nc1nc(N)nc(-c2oc3ccccc3c2C)n1	0.32
Cc1ccc(-n2c(-c3nn(C)c(C)c3Cl)n[nH]c2=S)cc1	0.07
CC(C)Cc1ccc(S(=O)(=O)N2CCOCC2)cc1	-0.49
O=C(c1noc2c1CCCC2)N1CCN(c2ccccc2)CC1	0.73
c1ccc2c(Cn3ccnc3)c[nH]c2c1	0.3
COCCn1c(SCCN2CCOCC2)nc2c1c(=O)[nH]c(=O)n2C	-0.02
O=C(COc1ccccc1)N1CCN(c2ncnc3c2cnn3-c2ccccc2)CC1	0.47
OC(CSc1c(Cl)cccc1Cl)CN1CCN(c2ccccc2F)CC1 (stereo unspecified)	-2.6
CCC(=O)N1CCN(c2ccc(NC(=O)c3c(F)c(F)c(OC)c(F)c3F)cc2)CC1	-2.6
COc1ccc(NC(=O)CN(C2CCCCC2)S(C)(=O)=O)cc1Cl	0.14
N#CCCCSc1ncccc1-c1nc2ccccc2[nH]1	-0.031
O=C(NC1CCCC1)C(c1ccncc1)N(Cc1cccs1)C(=O)c1csnn1 (stereo unspecified)	0.78
COc1cc(C2NC(C(=O)O)Cc3c2[nH]c2ccccc32)cc(OC)c1OC (stereo unspecified)	-0.92
CCCSC1=N/C(=C\c2ccc3c(c2)OCO3)C(=O)S1	-1

SMILES	Cav32 inh
CCOC(=O)c1cc2occc2n1Cc1ccc(F)cc1	-0.092
COc1ccc(OCc2nnc3n2N=C(c2ccc(C)cc2)CS3)cc1	-2.4
O=[N+]([O-])c1ccccc1/C=C/C=N/n1c(-c2ccc(Cl)cc2)n[nH]c1=S	-0.04
CC(=O)c1cccc(NC(=O)CN(Cc2ccccc2)S(C)(=O)=O)c1	0.79
COc1ccc(C(C(C(=O)c2ccco2)N2CCOCC2)N2CCOCC2)cc1 (stereo unspecified)	1.2
COc1ccc(NC(=O)CSc2nccc(C)n2)cc1	-0.55
COC(=O)c1sc(N)c(C(=O)OC)c1COC(=O)C1CC(=O)N(Cc2ccco2)C1 (stereo unspecified)	-2
CCC(C)[C@H](NC(=O)NC1CC1)C(=O)O (stereo partly specified)	1.2
Cc1nc(-c2ccccc2O)n(S(=O)(=O)N(C)C)n1	0.53
C=CCNC(=O)c1ccccc1NC(=O)c1cccc2ccccc12	0.018
Cc1nc(=S)n(-c2ccccc2)[nH]1	0.69
Cc1cc(C)n(-c2nnc(C)n2N)n1	-0.27
Cn1c(=O)n(CCc2ccccc2)c(=O)c2c1ncn2Cc1ccccc1	0.055
NC(=O)c1cc2n(n1)C(C(F)(F)F)CC(c1ccco1)N2 (stereo unspecified)	-1.2
CCOc1ccc(NC(=O)CN2CCN(CC(=O)Nc3cccc(F)c3)CC2)cc1	0.72
Cn1c(=O)c2c(nc(Sc3ncccn3)n2Cc2ccc(Cl)cc2)n(C)c1=O	0.64
Cc1nc(N2CCN(S(=O)(=O)c3ccccc3)CC2)c2c3c(sc2n1)CC(C)CC3 (stereo unspecified)	-0.074
Cc1nn(Cc2cccc(C(=O)NC34CC5CC(CC(C5)C3)C4)c2)c(C)c1Br	-6.4*
Cc1ccc(NC2=C(N3CCOCC3)C(=O)c3ccccc3C2=O)cc1	-0.13
COC(=O)c1ccccc1NC(NC(=O)c1ccco1)C(=O)c1ccccc1 (stereo unspecified)	-0.062

SMILES	Cav32 inh
COc1ccc(C2(NC(C)=O)CCN(C(=O)CCC(=O)O)CC2)cc1	-0.26
COc1ccc(N(C(C)=O)S(=O)(=O)c2cc(OC)ccc2OC)cc1	-1.7
O=C(Nc1ccc2c(c1)OCO2)c1ccc(Br)s1	-0.42
CCOc1ccc(OCC)c(NC(=O)CN(C)S(=O)(=O)c2cccc3nsnc23)c1	-2
O=C(O)CC1=C(O)C(=O)N(c2ccccc2)C1c1ccccc1 (stereo unspecified)	0.66
O=C1C2CC=CCC2C(=O)N1CNc1ccccc1 (stereo unspecified)	-0.33
COc1cc2cc(C)nc(Cc3cccc4ccccc34)c2cc1OC	0.52
O=S(=O)(Nc1ccc(F)cc1)N1CCCCCC1	0.26
CCOc1ccc2c(=O)c(Oc3ccccc3OCC)coc2c1	-0.65
CC(=O)N1CCN(c2nc(-c3ccco3)c3c(c2C#N)CC(C)(C)SC3)CC1	-0.54
CSc1nnc(-c2cc3c(-c4ccccc4)nn(C)c3s2)n1C	1.1
Cc1ccc(-c2cc(-c3ccccc3)[nH]c(=S)c2C#N)cc1	-1.3
CC(C)CC(NS(=O)(=O)c1ccc2c(c1)oc(=O)n2C)C(=O)NCc1cccnc1 (stereo unspecified)	0.57
COc1cc(C=O)cc(OC)c1OS(=O)(=O)c1ccc(NC(C)=O)cc1	2
N#CCC(=O)N1CC2(CC(c3cccc(NC(=O)COc4ccc(Cl)cc4)c3)=NO2)C[C@@H]1C(N)=O (stereo partly specified)	0.36
CCOC(=O)N1CCN(c2c(Nc3cc(C)[nH]n3)c(=O)c2=O)CC1	-0.64
Cc1cc(C)n(-c2ccc(C(=O)OCC(=O)NCc3ccco3)cc2)n1	0.35
Clc1cccc(Cl)c1NC1=NCCN1	0.11
Cc1ccc(C(=O)Nc2nnc(-c3ccc(C(C)(C)C)cc3)s2)cc1	-0.31
Cc1ccc(NC2=C(C(=O)c3ccccc3)N(C)S(=O)(=O)c3ccccc32)cc1	-0.95

SMILES	Cav32 inh
COc1ccc(/C(N)=N/OC(=O)c2cc(-c3ccccc3)nc3ccccc23)cc1	-1.4
Cc1cccc(OCCSc2ncnc3nc[nH]c23)c1	-0.57
CCCNCCC(c1ccco1)c1ccccc1OC (stereo unspecified)	-1.3
CC1CC(C)CN(c2ncc3c(n2)CC(c2ccc(Cl)cc2)CC3=O)C1 (stereo unspecified)	-4.3
CC(=O)N(C)c1ccc(NC(=O)c2ccccc2C(=O)O)cc1	-0.065
CC1CC(C)CN(CCCNC(=O)Cn2ncn3cccc3c2=O)C1 (stereo unspecified)	0.41
CC(=O)NC1(c2ccc(F)cc2)CCN(C(=O)Nc2ccc(F)cc2F)CC1	0.58
COc1ccc(CN(C(=O)c2nsc(Cl)c2Cl)C(C(=O)NC2CCCCC2)c2ccc(OC)cc2)cc1 (stereo unspecified)	-3.3
COc1ccc(-c2ccc(N(C)C)cc2)cc1[C@H]1[C@@H]2C=CCC[C@@]2(C)C(=O)N1Cc1ccccc1	-0.24
CC(C)[C@@H]1C=C(C(=O)O)O[C@H](OCCCCO)C1	1.3
Cc1ccc(SC(C)C(=O)Nc2ncn[nH]2)cc1 (stereo unspecified)	-0.027
CCc1nn(CCCC(=O)N2CCc3ccccc3C2)c(=O)c2cc3occc3n12	0.53
CC(C)(C)n1nnnc1CN1CCC(NC(=O)NC2CCCCC2)CC1	0.92
Cn1c(=O)c2c(nc(NCCc3ccccc3)n2Cc2ccccc2)n(C)c1=O	-2.9
CCOC(=O)c1[nH]c2ccc(C)cc2c1N=CN(CC)CC	-0.11
C=CCc1ccc(OCc2ccc(C(=O)OC)o2)c(OC)c1	-1.4
CCOC(=O)C[C@H]1c2cc(C(F)(F)F)ccc2S(=O)(=O)N1Cc1ccccc1	-0.24
CCCC(=O)Nc1cc(C)c(NC(=O)c2ccccn2)cn1	0.67
CCCCCOC(=O)c1ccc(N2C(=O)C3C4C=CC(C4)C3C2=O)cc1 (stereo unspecified)	-0.0021
Cc1cc(NS(=O)(=O)c2ccccc2)c(C)c(Cl)c1O	-2

SMILES	Cav32 inh
C=CCNC(=S)NNC(=O)c1cccn(Cc2cccc(Cl)c2)c1=O	-0.61
O=C(O)/C=C/c1cn(Cc2ccccc2)nc1-c1ccccc1	0.97
CC(C)CSc1nnc2[nH]c(=O)cc(N)n12	0.15
COC(=O)C1=C(C)N(CC(C)C)C(=O)C1	0.042
c1ccc2c(c1)OCC(c1nnc3n1-c1ccccc1SC3)O2 (stereo unspecified)	-3
O=C(N1CCOCC1)N1CCOCC1	0.29
O=C(CSc1nnc(COc2ccccc2)n1-c1ccccc1)c1cccs1	-6.9*
CC(C)(C)NC(=O)CN(Cc1cccnc1)C(=O)c1csnn1	-0.22
OC(CNc1nc2ccccc2s1)c1ccccc1 (stereo unspecified)	-0.7
Cc1cc(C)nc(N2CCCC(C(=O)NCCc3cccc(F)c3)C2)n1 (stereo unspecified)	-0.27
CC(=O)c1ccc(-n2c(CCC(=O)O)ccc2-c2cccs2)cc1	0.11
CCCn1c(=N)c(C(=O)NCc2ccc3c(c2)OCO3)cc2c(=O)n3cccc(C)c3nc21	-3.5
CCOC(=O)COc1ccccc1-c1ccno1	0.19
CCn1c(NCc2cc(Br)ccc2NS(=O)(=O)c2ccc(C)cc2)nc2ccccc21	-1.7
COCC(=O)/C=C1\Sc2ccccc2N1C	1
COC(=O)C1=C(C)N(CCCC(=O)O)C(=O)NC1c1cccc2ccccc12 (stereo unspecified)	1.1
Cc1cc(Nc2nc3ccccc3nc2Cl)n(-c2ccccc2)n1	-1
COc1cccc(-c2csc(N3CCN(CC(=O)Nc4ccc5c(c4)OCO5)CC3)n2)c1	-0.55
COc1cc2c(cc1OC)CN(S(=O)(=O)c1ccc3c(c1)OCCO3)CC2	1
CCN(CC)c1ccc(/C=C/c2nc3ccccc3s2)cc1	-3.9*

SMILES	Cav32 inh
Cc1ccc(N(CC(O)CN2CCCC2)S(=O)(=O)c2ccc(C)cc2)cc1 (stereo unspecified)	0.77
COc1ccc(-n2c(SCC(N)=O)nnc2-c2ccccc2F)cc1	1
COc1ccc(NC(=O)Nc2cccc(C)n2)cc1	-4.2*
CSc1ccccc1-n1nnnc1SCC(=O)Nc1ccccc1C	0.52
Cc1cc(C)c(OC2(c3ccccc3)OC(=O)c3ccccc32)c(C)c1 (stereo unspecified)	-3.7
Cc1ccc(C(C(=O)NC2CCCCC2)N(Cc2ccco2)C(=O)Cn2cnc3ccccc32)cc1 (stereo unspecified)	-5.1*
CN1CCN(c2nc(-c3ccccn3)nc3ccccc23)CC1	-0.004

# In the list so far, 13 contain a thiophene ring, fused or not.
SMILES	Cav32 inh
CCOC(=O)N1CCC(NC(=O)c2cc3c(-c4ccccc4F)nn(C)c3s2)CC1	0.089
CN(C)C(=O)CSc1nnc(-c2cc(-c3cccs3)nc3ccccc23)o1	0.3
Cc1ccc(/C=N/n2cnc3sc4c(c3c2=O)CCCC4)o1	-0.83
CC1=CCC(C(=O)O)(C(=O)N/N=C/c2cccs2)C(c2ccc([N+](=O)[O-])cc2)C1 (stereo unspecified)	0.76
CCc1nc2sc3c(c2c(=O)n1NC(=O)CCl)CCCC3	0.47
CS/C(=N\S(=O)(=O)c1ccc(N)cc1)NS(=O)(=O)c1cccs1	0.026
O=C(NC1CCCC1)C(c1ccncc1)N(Cc1cccs1)C(=O)c1csnn1 (stereo unspecified)	0.78
COC(=O)c1sc(N)c(C(=O)OC)c1COC(=O)C1CC(=O)N(Cc2ccco2)C1 (stereo unspecified)	-2
Cc1nc(N2CCN(S(=O)(=O)c3ccccc3)CC2)c2c3c(sc2n1)CC(C)CC3 (stereo unspecified)	-0.074
O=C(Nc1ccc2c(c1)OCO2)c1ccc(Br)s1	-0.42
CSc1nnc(-c2cc3c(-c4ccccc4)nn(C)c3s2)n1C	1.1
O=C(CSc1nnc(COc2ccccc2)n1-c1ccccc1)c1cccs1	-6.9*
CC(=O)c1ccc(-n2c(CCC(=O)O)ccc2-c2cccs2)cc1	0.11

# Screening results: PubChem BioAssay, Vanderbilt High Throughput Screening Facility

# Only part of the results is shown, so the mix of outcomes need not match the whole.
